Integrin act MD: qHTS for Activators of Integrin-Mediated Alleviation for Muscular Dystrophy. alpha7betagal myoblasts, beta-gal FDG fluorescence, 48 h. Potency, µM (highest dose often 38.3 µM), without a hit: at the highest dose activation, usual class: activators. 350,000 tested, 0.064% active. AID 624291, 2012;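 further: potency means the concentration at half of the fitted maximal effect; 100% = response of the positive control SU9516; nearly all actives have a fitted effect of over 60% in size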
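alpha7betagal+/- myoblasts (passage 13, 250/well) treated 48 h at 37C with compounds at 1:260 dilution of DMSO stock. Lysed, then beta-galactosidase activity read as FDG fluorescence (ex 480/em 540) after 30 min, with pre-read for autofluorescence.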
BRCA1 expr act: qHTS Assay to Identify Small Molecule Activators of BRCA1 Expression. 380,000 tested, 1.1% active. MCF7-BRCA1-FFLuc reporter, luminescence, 48 h; response scale: scaled: vehicle 0%, 10 µM genistein 100%. Potency, µM (series often up to 46.1 µM), inactives show at the top dose activation, actives largely listed as activators; further: potency means the concentration at half of the fitted maximal effect; nearly all actives have a fitted effect of over 80% in size; some results filed as inactive show a strong effect at the top dose
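MCF7 cells carrying a BRCA1-firefly luciferase reporter (2000 cells/well, phenol-red free MEM) were attached for 2 h at 37 °C, then given compounds for 48 h. Luminescence was read 15 min after luciferase reagent; activity normalized to genistein (10 microM) and DMSO.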
USP2a inh: qHTS Assay for Inhibitors of Ubiquitin-specific Protease USP2a Using CHOP2 as the Reporter. Ubiquitin carboxyl-terminal hydrolase 2 (Homo sapiens), O75604. AID 463254, 2010. Potency, µM (titrated, usually from 38.3 µM), without a hit: top-dose activity change, negative = inhibition, hits mostly inhibitors. 330,000 tested, 0.01% active. USP2 core, Ub-CHOP2 coupled fluorogenic reporter, 485/531;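 further: potency means the concentration at half of the fitted maximal effect; plate controls were DMSO wells for no effect and full inhibition by NEM control for full effect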
Target sequence (O75604 whole entry, looked up): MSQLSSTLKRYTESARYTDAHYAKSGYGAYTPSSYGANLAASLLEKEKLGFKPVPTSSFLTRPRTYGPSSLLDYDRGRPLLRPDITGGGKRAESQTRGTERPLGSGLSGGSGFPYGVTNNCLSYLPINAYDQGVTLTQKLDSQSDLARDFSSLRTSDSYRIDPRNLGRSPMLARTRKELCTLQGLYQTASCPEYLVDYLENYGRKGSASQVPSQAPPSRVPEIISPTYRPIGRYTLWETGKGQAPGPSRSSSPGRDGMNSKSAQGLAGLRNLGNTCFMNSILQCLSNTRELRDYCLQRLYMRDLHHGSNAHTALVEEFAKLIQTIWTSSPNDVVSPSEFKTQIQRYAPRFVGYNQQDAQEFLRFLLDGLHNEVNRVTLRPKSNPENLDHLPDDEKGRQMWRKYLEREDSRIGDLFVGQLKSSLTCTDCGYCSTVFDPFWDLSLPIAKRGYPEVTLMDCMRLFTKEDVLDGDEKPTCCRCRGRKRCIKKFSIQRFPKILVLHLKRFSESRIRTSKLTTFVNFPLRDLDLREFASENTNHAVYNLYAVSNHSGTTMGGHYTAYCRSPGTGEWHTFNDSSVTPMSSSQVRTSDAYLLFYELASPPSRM
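Cell-free coupled assay: 10nM USP2 core preincubated 30min RT with compound in Tris-HCl pH 8.0/CaCl2/CHAPS buffer, then 25nM Ub-CHOP2 and 25nM reporter substrate; fluorescence (Ex 485/Em 531) read after 60min RT, normalized to NEM inhibition, concentration-response curves fitted.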
TRPV1 agonist: HTS Assay for Compounds that Act as Agonists of the Vanilloid Receptor 1 | Transient receptor potential cation channel subfamily V member 1 (Homo sapiens), Q8NER1 | TRPV1-expressing cells, Fluo-8 calcium influx, agonist mode | activation, % at 8.33 µM | 320,000 tested, 0.19% active | AID 540275, 2011; in the data active means activation above about 80%; inconclusive means between about 30% and that limit; further: 0% is about no effect
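TRPV1-expressing cells were cultured overnight at 35.5C and loaded with Fluo-8 calcium dye for 40 to 90 min at room temperature. After a 10 s baseline, compound was added and calcium influx was read kinetically for 3 min (ex 480/em 520 nm).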
uPA generation: qHTS for Inhibitors of Cell Surface uPA Generation; 330,000 tested, 0.31% active; cell surface uPA generation assay, qHTS; Potency, µM (highest dose often 38.3 µM), for inactives: top-dose activity change, negative = inhibition, most hits filed as inhibitors; active means well fitted inhibition curve with a large enough effect; inconclusive means small, poorly fitted or top-dose-only effect; inactive means no such curve, though single readings can be large or run the other way; tested in mouse RAW 264.7 cells; further: potency means the concentration at half of the fitted maximal effect; on the % scale 0 is the no-effect control and ±100 the full control effect; nearly all actives have a fitted effect of over 55% in size
Eya2 phos inh: qHTS Assay for Inhibitors of the Phosphatase Activity of Eya2 | Protein phosphatase EYA2 (Homo sapiens), O00167 | Potency, µM (top dose mostly 76.9 µM), for inactives: at the highest dose activity, negative = inhibition, hits mostly inhibitors | recombinant Eya2, OMFP fluorescence dephosphorylation (OMFP is methylfluorescein phosphate) | 330,000 tested, 0.006% active | AID 488837, 2010; further: potency means the concentration at half of the fitted maximal effect; on the % scale 0 is the no-effect control and ±100 the full control effect
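Eya2 protein (added as 0.2 uM solution) was preincubated with compound for 10 min at ambient temperature in 50 mM HEPES pH 7.5, 50 mM NaCl, 5 uM MgCl2, 0.05% BSA, 1 mM DTT. OMFP (added at 50 uM) then reacted 10 min; fluorescence read at 485/525 nm.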
ELG1 genotoxic: qHTS screen for small molecules that induce genotoxicity in human embryonic kidney (HEK293T) cells expressing luciferase-tagged ELG1; HEK293T ELG1-luciferase reporter, luminescence, 16 h; Potency, µM (doses to about 46 µM), for inactives: at the highest dose activity change, positive = activation, usual class: activators; 330,000 tested, 1.3% active; AID 504466, 2011; further: potency means the concentration at half of the fitted maximal effect; % of control where 0% means no effect; nearly all actives have a fitted effect of over 60% in size
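ELG1-luciferase HEK293T cells, 2,000/well; compound pinned in; 16 hr, 37 °C, 5% CO2; ONE-Glo, 30 min RT; luminescence on CCD imager.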
B2AR arrestin: qHTS assay of beta-arrestin-biased ligands of beta2-adrenergic receptor | beta-arrestin recruitment to beta2AR, cell-based reporter | Potency, µM (titrated, usually from 46.1 µM), inactives show at the highest dose activation, usual class: activators | 330,000 tested, 0.02% active;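 further: potency means the concentration at half of the fitted maximal effect; 0% = DMSO controls and full agonism = EC100 isoproterenol or metaproterenol; nearly all actives have a fitted effect of over 65% in size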
TSG101-PTAP inh: qHTS Assay for Iinhibitors of HIV-1 Budding by Blocking the Interaction of PTAP/TSG101 | Potency, µM (doses to about 115 µM), for inactives: at the top dose activity change, negative = inhibition, actives largely listed as inhibitors | 340,000 tested, under 10 active | Fluorescence polarization, FITC-PTAP peptide / Tsg101 binding; active means well fitted inhibition curve with a large enough effect in the main read-out, with a control signal flat, not every such curve was filed as active; inconclusive means small, poorly fitted or top-dose-only effect, or effect the other way, or a change in a side signal; inactive means no such curve, though single readings can be large or run the other way; further: potency means the concentration at half of the fitted maximal effect; % of control where 0% means no effect
Target sequence (Q99816 whole entry, looked up): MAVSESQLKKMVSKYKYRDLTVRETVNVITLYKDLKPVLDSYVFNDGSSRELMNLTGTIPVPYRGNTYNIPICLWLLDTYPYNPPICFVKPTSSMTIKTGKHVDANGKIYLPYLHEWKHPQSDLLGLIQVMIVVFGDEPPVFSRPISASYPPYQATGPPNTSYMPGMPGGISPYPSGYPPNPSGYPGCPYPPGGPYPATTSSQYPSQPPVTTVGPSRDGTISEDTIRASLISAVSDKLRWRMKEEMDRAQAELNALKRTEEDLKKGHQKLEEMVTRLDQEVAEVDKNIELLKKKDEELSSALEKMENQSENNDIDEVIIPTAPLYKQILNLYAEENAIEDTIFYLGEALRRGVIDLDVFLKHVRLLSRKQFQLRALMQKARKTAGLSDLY
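Steps: Tsg101 binding domain dispensed (10 uM final), compounds pinned in DMSO, FITC-labeled PTAP-motif peptide added (50 nM final); after 20 min binding at room temperature, polarization measured.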
ASM inhibitor: Inhibitors of Secretory Acid Sphingomyelinase (S-ASM): qHTS. Potency, µM (titrated, usually from 57.5 µM), inactives show at the highest dose activity change, negative = inhibition, hits mostly inhibitors. AID 504937, 2011. Sphingomyelin phosphodiesterase (Homo sapiens), P17405. 340,000 tested, 0.006% active. placental ASM, HMU-PC fluorogenic substrate, 60 min; further: potency means the concentration at half of the fitted maximal effect
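qHTS format. ASM enzyme prepared from human placenta hydrolyses the fluorogenic substrate HMU-PC0 (9 uM final) over 60 min at 37 °C after a 10 min compound preincubation.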
p53 reactivator: qHTS assay for re-activators of p53 using a Luc reporter. 320,000 tested, 0.063% active. H1299 p53-A138V BP100-luciferase reporter, luminescence, 24 h. Potency, µM (highest dose often 92.2 µM), without a hit: at the highest dose activity change, positive = activation, most hits filed as activators; further: potency means the concentration at half of the fitted maximal effect; % of control where 0% means no effect; nearly all actives have a fitted effect of over 45% in size
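p53-null H1299 cells stably carrying temperature-sensitive p53-A138V and a BP100-luciferase reporter were pinned with compounds (4-point, 1:5 series) and held 24 hrs at 37 deg C. Luminescence was read 10 min after detection reagent.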
* hit, by the source's call; ? = inconclusive; . = not tested or not shown; & = joins results of further samples; [ ] = dose if it differs, or a comment. Unless noted, the call rests on the fitted dose curve; in most records, active means well fitted curve in the direction sought with a large enough effect; inconclusive means small, poorly fitted or top-dose-only effect, or another doubt; inactive means no such curve, though single readings can be large; an effect the other way counts as inactive or inconclusive.

SMILES	Integrin act MD	BRCA1 expr act	USP2a inh	TRPV1 agonist	uPA generation	Eya2 phos inh	ELG1 genotoxic	B2AR arrestin	TSG101-PTAP inh	ASM inhibitor	p53 reactivator
COc1ccc(NC(=O)c2ccccc2NC(=O)CSc2ccc(C)cc2)cc1	-3%	84%	-1%	?	-3%	-8%	?	-0.1%	-1%	3%	9%
CC(C)(C)NC(=O)COC(=O)/C=C/c1ccccc1[N+](=O)[O-]	0%	-11%	1%	0	1%	11%	-1%	-0.2%	-3%	-4%	0%
O=C(CNC(=O)Cc1ccccc1)NCC(=O)OCC(=O)c1ccc(Cl)cc1	4%	-4%	4%	-1	-9%	0%	2%	-0.6%	-4%	5%	-2%
O=C(CN1C(=O)NC2(CCCC2)C1=O)OCc1c(F)cccc1Cl	0%	5%	1%	-2	-1%	-28%	3%	-0.2%	-2%	1%	1%
COc1ccc(/C=N\NS(=O)(=O)c2ccc(Cl)cc2)cc1COc1ccccc1[N+](=O)[O-]	-2%	-35%	3%	1	-1%	-8%	-6%	5.3%	-4%	-12%	-2%
COc1ccc(C2=NN(C(=O)CSc3nnc(-c4ccccc4F)o3)C(c3ccco3)C2)cc1 (stereo not given)	-48%[inhibitor]	-39%	-1%	7	-2%	-8%	-2%	3.8%	-1%	-2%	2%
CNC(=O)Nc1cccc(C(F)(F)F)c1	-3%	27%	1%	-3	2%	6%	1%	-0.2%	-2%	3%	1%
CC(C)CN(C(=O)COC(=O)c1cccc2ccccc12)c1c(N)n(Cc2ccccc2)c(=O)[nH]c1=O	3%	-48%	2%	1	-19%	-17%	13%	-0.2%	1%	-1%	-3%
CN1CCc2c(c3ccccc3n2Cc2ccccc2)C1	-43%	-2%&30%	1%	.	12%&-6%	0%	-6%	0.1%	2%&-4%	-1%&-2%	-6%
O=C(CCCOc1ccccc1)Nc1cccc(C(=O)O)c1	-3%	16%	-7%	-3	8%	13%	14%	0.1%	-1%	5%	2%
COc1cccc(-c2nn(-c3ccc(C)cc3)cc2C(=O)N2CCc3cc(OC)c(OC)cc3C2)c1	7%	-73%	0%	?	?	11%	-22%	0.5%	-3%	.	5%
COc1ccc(N2C(=O)CC(N3CCC(C(N)=O)CC3)C2=O)cc1 (stereo not given)	20%	?	1%	0	.	5%	-7%	0.1%	-6%	-2%	1%

Part of the list above, with values under each structure.
Sequence of screens – Integrin act MD	BRCA1 expr act	USP2a inh	TRPV1 agonist	uPA generation	Eya2 phos inh	ELG1 genotoxic	B2AR arrestin	TSG101-PTAP inh	ASM inhibitor	p53 reactivator
> CNC(=O)Nc1cccc(C(F)(F)F)c1
    -3%	27%	1%	-3	2%	6%	1%	-0.2%	-2%	3%	1%
> CC(C)CN(C(=O)COC(=O)c1cccc2ccccc12)c1c(N)n(Cc2ccccc2)c(=O)[nH]c1=O
    3%	-48%	2%	1	-19%	-17%	13%	-0.2%	1%	-1%	-3%

The list goes on.
SMILES	Integrin act MD	BRCA1 expr act	USP2a inh	TRPV1 agonist	uPA generation	Eya2 phos inh	ELG1 genotoxic	B2AR arrestin	TSG101-PTAP inh	ASM inhibitor	p53 reactivator
Cc1ccc(NC(=O)COC(=O)CC2CCCC2)cc1F	0%	-6%	1%	.	6%	-16%	0%	0.5%	-3%	18%	6%
CCCCc1cc(=O)oc2c(CN3CCCC3)c(O)ccc12	3%	6%	2%	9	1%	-4%	-3%	0.4%	-9%	.	1%
COc1ccc(/C=N/NC(=O)c2nc(-c3ccccc3)n(-c3ccccc3)n2)c(O)c1	13%	-93%	-3%	1	-8%	-11%	?	-0.6%	-9%	17%	28%
Brc1cc2c(cc1C1OCCCO1)OCO2	?	-15%	.	.	10%	.	.	.	1%	2%	.
COc1ccc(N(C(=O)c2snc(C(N)=O)c2N)C(C(=O)NCc2ccccc2)c2ccc(O)cc2)cc1 (stereo not given)	4%	3%	0%	0	4%	-23%	4%	0.2%	-10%	98%[activator]	-6%
COc1ccc(/C=N/OCC(=O)Nc2cc(C)on2)cc1OC	0%	-8%	2%	1	-17%	2%	4%	-0.2%	0%	0%	-11%
CCCCc1oc2c(c(=O)c1C)C(=O)CC(c1ccccc1)C2 (stereo not given)	0%	-7%	-11%	-5	-12%	-1%	-4%	2.4%	-2%	0%	4%
CCCn1ncc(CN2CCC(C(=O)Nc3cccc(-c4cccc(F)c4)c3)CC2)c1C	-69%[inhibitor]	-50%	-3%	7	2%	-6%	2%	0.3%	-1%	-3%	?
COCCN(CCOC)S(=O)(=O)c1ccc(OC)cc1	5%	2%	0%	1	-3%	30%	-9%	0.0%	-6%	2%	12%
COc1ccc(C(=O)N/C(=C\c2ccccc2)C(=O)Nc2ccc(C(=O)NCC(=O)O)cc2)cc1	21%	72%	1%	-3	8%	12%	3%	-0.4%	-3%	7%	.
CC(=O)n1cc(/C=N/NC(=O)c2ccccc2Cl)c2ccccc21	1%	-1%	3%	-4	-21%	-2%	8%	0.1%	0%	-4%	4%
CCC1=NN(C(=O)Cc2ccc(OC)cc2)C(O)(C(F)(F)F)C1 (stereo not given)	10%	23%	0%	0	4%	2%	4%	-1.2%	-15%	3%	-3%
O=C(NCc1cccnc1)c1cccc(F)c1	13%	-20%	0%	-1	2%	-6%	2%	-0.6%	-2%	3%	-5%
COc1cc(CNc2ccc3c(c2)CCC3)cc(OC)c1O	-14%	6%	2%	-6	.	-9%	?	-1.3%	-4%	0%	?
Cc1cc(C)nc(/N=C2/NC(=O)CS2)n1	-4%	0%	3%	-1	0%	23%	-4%	-0.2%	0%	0%	-2%
Cn1c2ccccc2c2cnn(CC(=O)O)c(=O)c21	3%	-29%	0%	-3	0%	12%	3%	0.0%	-4%	2%	1%
COc1ccccc1C(CC(=O)Nc1nccs1)c1ccco1 (stereo not given)	-6%	-2%	5%	1	2%	-3%	-3%	0.3%	0%	-1%	1%
CCOC(=O)Cc1nnc(NC(=O)CSc2nnc3c4ccccc4n(C)c3n2)s1	23%	-22%	-1%	-1	-6%	-6%	-3%	-0.6%	-2%	-2%	1%
CC(C)n1c(C(F)(F)F)nc2cc(C(=O)N3CCCCC3)ccc21	3%	3%	-10%	1	5%	-10%	1%	-0.5%	-1%	0%	1%
CC1(C)Cc2ccccc2C(=NC(Cc2c[nH]c3ccccc23)C(=O)O)N1 (stereo not given)	-20%	-14%	0%	-7	11%	-5%	-3%	0.7%	-2%	0%	1%
COc1ccccc1N1CCN(C(=O)CSc2nc(C)cc(=O)[nH]2)CC1	9%	9%	4%	2	.	2%	-2%	-1.9%	0%	1%	-2%
CCOC(=O)c1cnc(=O)[nH]c1C	6%	-12%	2%	2	7%	-3%	0%	0.3%	-3%	4%	-1%
O=C1C(C=NC2CC2)=C(O)c2ccccc21	14%	41%	-1%	4	-2%	-2%	?	-0.9%	-6%	0%	16%
O=C(c1cc(COc2c(F)cccc2F)on1)N1CCC(c2ccncc2)CC1	-42%	-21%	2%	?	-4%	3%	-7%	-0.6%	-3%	-1%	-1%

Single records, as listed above. Values in the order: Integrin act MD	BRCA1 expr act	USP2a inh	TRPV1 agonist	uPA generation	Eya2 phos inh	ELG1 genotoxic	B2AR arrestin	TSG101-PTAP inh	ASM inhibitor	p53 reactivator
O=C(c1cc(COc2c(F)cccc2F)on1)N1CCC(c2ccncc2)CC1 in the list: -42%	-21%	2%	?	-4%	3%	-7%	-0.6%	-3%	-1%	-1%
COc1ccccc1C(CC(=O)Nc1nccs1)c1ccco1 (stereo not given) in the list: -6%	-2%	5%	1	2%	-3%	-3%	0.3%	0%	-1%	1%
O=C(NCc1cccnc1)c1cccc(F)c1 in the list: 13%	-20%	0%	-1	2%	-6%	2%	-0.6%	-2%	3%	-5%
O=C1C(C=NC2CC2)=C(O)c2ccccc21 in the list: 14%	41%	-1%	4	-2%	-2%	?	-0.9%	-6%	0%	16%

Screens: PubChem BioAssay, National Center for Advancing Translational Sciences (NCATS)
